Screening data deposited in PubChem BioAssay by several laboratories.
Lung fibro prol: antiproliferative effect on LL 47 fibroblasts – human, LL 47 cells, CellTiter-Glo luminescence, primary screen | 85,000 compounds, 1.1% hits | viability, % at 10 µM | AID 719, 2007 | LL 47 human lung fibroblast viability, ATP luminescence; hits give low values;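 active means viability at or below 50% in the single dose screen; inactive means viability above 50%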;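 further: compound exposure lasted 72 h before the ATP readout; 100% = median luminescence of untreated cell-only wells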
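Material: Human LL 47 lung fibroblast cells | Input: 1,150 cells/well | Buffer or medium: IMEM plus 15% FBS | Compound dosing: 0.1% DMSO in all compound wells | Times: Overnight cell rest, 72 h compound treatment at 37 °C | Signal: CellTiter-Glo luminescence measuring cellular ATP | Measure: % viability versus median cells-only luminescence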
HUVEC inhibit: inhibitors of HUVEC proliferation, primary screen, cell-based, 384-well. AID 648, 2007. CellTiter-Glo luminescence, 72 h; hits give low values. 86,000 compounds, 1.1% hits. viability, % at 10 µM (by protocol);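 active means viability at or below 30%; inactive means viability above 30%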;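 further: 100% = median luminescence of DMSO-only cell control wells on each plate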
S1P2 ag: S1P2 receptor agonists, primary screen, cell-based; activation, % at 4.5 µM; 97,000 compounds, 0.46% hits; AID 729, 2007; S1P2-expressing cell line, agonist reporter read-out; Sphingosine 1-phosphate receptor 2 (Homo sapiens), O95136; in the data active means activation above about 16%;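 further: 0% = vehicle low control and 100% = maximal reference agonist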
Target sequence (O95136 whole entry, looked up): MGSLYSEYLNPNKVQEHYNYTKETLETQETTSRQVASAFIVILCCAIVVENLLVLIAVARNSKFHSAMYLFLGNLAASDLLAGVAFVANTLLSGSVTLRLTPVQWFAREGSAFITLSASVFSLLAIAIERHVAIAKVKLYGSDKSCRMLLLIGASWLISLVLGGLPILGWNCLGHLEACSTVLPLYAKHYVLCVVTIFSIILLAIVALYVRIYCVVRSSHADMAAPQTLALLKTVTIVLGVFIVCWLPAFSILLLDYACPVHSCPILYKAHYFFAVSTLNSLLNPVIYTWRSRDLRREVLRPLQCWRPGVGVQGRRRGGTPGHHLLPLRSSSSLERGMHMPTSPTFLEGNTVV
DAT uptake mod: changed hDAT dopamine uptake under cocaine IC80, either direction, primary screen, cocaine antagonist project, cell-based, LLC-PK1 hDAT, [14C]-dopamine uptake, MLSMR | 110,000 compounds, 1.3% hits | B-score at 10 µM | AID 449768, 2010 | Sodium-dependent dopamine transporter (Homo sapiens), Q01959 | LLC-PK1 hDAT cells, [14C]-dopamine uptake with cocaine IC80; actives deviate in either direction;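 active means Z score or B-score, a plate-position-corrected score, falls beyond the plate's 99.7% confidence bounds, in either direction; inactive means both scores lie inside the 99.7% bounds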;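 further: scored against the spread of the other compound wells on the same plate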
Target sequence (Q01959 whole entry, looked up): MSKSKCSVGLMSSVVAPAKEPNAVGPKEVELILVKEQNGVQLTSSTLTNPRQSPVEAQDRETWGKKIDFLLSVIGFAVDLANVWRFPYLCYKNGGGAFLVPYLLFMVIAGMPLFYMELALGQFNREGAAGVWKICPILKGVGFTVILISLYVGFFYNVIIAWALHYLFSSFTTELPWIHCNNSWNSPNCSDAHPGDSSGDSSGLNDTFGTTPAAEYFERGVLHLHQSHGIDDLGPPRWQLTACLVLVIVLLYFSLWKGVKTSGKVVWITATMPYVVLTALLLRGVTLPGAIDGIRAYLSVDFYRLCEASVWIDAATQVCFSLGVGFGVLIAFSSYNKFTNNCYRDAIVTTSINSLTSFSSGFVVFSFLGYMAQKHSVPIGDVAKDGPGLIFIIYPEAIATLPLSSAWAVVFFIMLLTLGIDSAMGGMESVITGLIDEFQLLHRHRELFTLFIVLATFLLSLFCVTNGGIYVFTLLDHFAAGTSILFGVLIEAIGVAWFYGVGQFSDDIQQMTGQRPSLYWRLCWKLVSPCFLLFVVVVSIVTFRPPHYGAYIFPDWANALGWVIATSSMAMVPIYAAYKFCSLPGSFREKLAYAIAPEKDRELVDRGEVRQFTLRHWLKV
PostGolgi yeast: phenotypic screen on post-Golgi transport, primary screen | post-Golgi transport phenotypic cell assay | inhibition, % at 10 µM | 98,000 compounds, 0.9% hits;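 further: yeast cells grown in 1536-well plates; yeast grown about 18 h at 30C before absorbance read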
S1P2 antag: human S1P2 receptor antagonists, primary screen, cell-based | Sphingosine 1-phosphate receptor 2 (Homo sapiens), O95136 | 97,000 compounds, 0.21% hits | AID 736, 2007 | inhibition, % at 5 µM | cell-based S1P2 antagonist assay, inhibition at 5 uM; in the data active means inhibition above about 45%;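 further: CRE beta-lactamase reporter cells expressing human S1P2 stimulated with S1P; 0% = agonist at EC80 alone and 100% = agonist plus reference antagonist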
H69AR inhibit: proliferation blockers of H69AR lung cancer cells, primary screen, cell-based, human, 86K library | 85,000 compounds, 6% hits | H69AR lung tumor viability, ATP luminescence, 72 h; hits give low values | viability, % at 10 µM;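 active means viability at or below 40%; inactive means viability above 40%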;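 further: multidrug resistant small cell line overexpressing MRP-1 efflux transporter; 100% = mean luminescence of untreated control wells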
PostGolgi ctrl: growth inhibition of yeast control strain, primary screen, counter-screen for post-Golgi transport modulator project. AID 738, 2007. inhibition, % at 10 µM. efflux-deficient yeast background strain, growth absorbance A615, 16 h. 98,000 compounds, 5% hits
E coli WT exp: growth inhibitors of wild-type E. coli, primary screen, strain BW25113, expanded library, OD600; OD600 absorbance; growth inhibition, % at 100 µM; 98,000 compounds, 0.15% hits;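 active means growth inhibition above about 50% at one test dose, limit read from the data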;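 further: growth measured after 20 h incubation at 37 °C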
Numbers without * were called inactive; . = not tested or not shown. Unless noted, no stated cut-off is given here; in the data, active means inhibition above about 30%; inactive means the rest.

SMILES | Lung fibro prol | HUVEC inhibit | S1P2 ag | DAT uptake mod | PostGolgi yeast | S1P2 antag | H69AR inhibit | PostGolgi ctrl | E coli WT exp
CCOc1ccc(NC(=O)CSc2nnc(CCNC(=O)c3ccc(OC)cc3)n2CC)cc1 | . | . | -11 | . | 5 | 7 | . | 4 | 0
Cc1ccc(C2NC(=O)c3c(sc4c3CCN(C)C4)N2)s1 (configuration not stated) | 116 | 90 | -1 | -0.99 | 15 | 6 | 98 | 26 | -7
Cc1onc(-c2c(Cl)cccc2Cl)c1C(=O)n1nnc2ccccc21 | 92 | 93 | -1 | -0.054 | -6 | 3 | 50 | 2 | 0
Nc1c(-c2ccc(F)cc2)cnc2ncnn12 | . | . | -2 | 0.28 | 15 | 16 | . | 1 | 13
CC(C)C(=O)N1CCN(c2nc(-c3ccccc3)c3c(c2C#N)CC(C)(C)OC3)CC1 | 93 | 90 | -8 | 0.64 | 6 | 9 | 81 | 10 | 12
CCN1C(=O)OC2(CCCCC2)C1(C)O (configuration not stated) | 91 | 98 | -6 | 0.64 | 4 | 1 | 85 | 20 | -2
CCOC(=O)c1cc(NC(=O)c2cc(C)on2)cc(C(=O)OCC)c1 | 94 | 96 | -6 | -0.64 | -18 | 10 | 88 | 0 | -3
CCN(CC)C(=O)CN1C(=O)C2CC=C(Cl)CC2C1=O (configuration not stated) | 106 | 106 | -3 | . | -5 | 17 | 94 | 4 | 8
CCOc1ccc2nc(NCCNS(=O)(=O)c3ccccc3)c(C#N)cc2c1 | 90 | 67 | -1 | -0.14 | 3 | -10 | 57 | -2 | -5
O=C(Nc1ccc(Cl)cc1)N1CCC(c2nc(-c3ccc(F)cc3)no2)CC1 | 93 | 75 | -2 | -0.42 | -3 | 10 | 96 | 28 | -1
CCc1cc2c(NCc3ccco3)ncnc2s1 | 95 | 95 | -3 | 1.4 | -9 | -6 | 89 | 10 | 17
CCOC(=O)COc1ccccc1C1Nc2ccccc2C(=O)N1c1cccc(Cl)c1 (configuration not stated) | . | . | -9 | 0.47 | 44* | -18 | . | 13 | -8
CC(C)c1ccc(N2C(=O)[C@@H]3Cc4ccccc4CN3C2=O)cc1 | 104 | 98 | -9 | 0.23 | 3 | 13 | 93 | 2 | -11
O=C(CCSc1nnc2ccc3ccccc3n12)Nc1ccc(F)cc1 | 97 | 53 | -2 | -1.4 | 16 | -11 | 80 | 11 | -7
CCOC(=O)C1=c2/c(=C/c3ccccc3OC)c(N)c(C#N)n2C(=O)C(c2ccccc2OC)S1 (configuration not stated) | 55 | 27* | -4 | . | -8 | -7 | 3.4* | -5 | -5
CCOC(=O)c1c(Nc2ccccc2N)cc(C)nc1C | 94 | 83 | 1 | 0.99 | -1 | -7 | 86 | -6 | 7
CCn1nc(C(=O)Nc2ccc(S(=O)(=O)Nc3nccs3)cc2)c2ccccc2c1=O | 92 | 79 | -2 | -0.045 | 2 | 9 | 78 | 1 | 8
O=C(c1ccc2snnc2c1)N1CCN(c2ccccn2)CC1 | . | . | 0 | -0.65 | 3 | -9 | . | 4 | -3
Cc1ccc(-c2nc(CS(=O)CC(=O)N3CCN(c4ncccn4)CC3)c(C)o2)cc1 (configuration not stated) | 96 | 99 | -7 | . | 0 | 28 | 99 | 10 | -3
CCOC(=O)NC1C=CS(=O)(=O)C1 (configuration not stated) | 93 | 93 | -3 | -0.0029 | -12 | 8 | 96 | 0 | -4
CC(=O)Nc1nonc1NC(=O)c1ccc(C(C)(C)C)cc1 | 97 | 95 | -13 | 0.096 | 5 | 10 | 84 | 4 | 6
CC(C)n1c(-c2ccc(C(C)(C)C)cc2)n[nH]c1=S | 94 | 82 | -1 | -0.53 | 13 | -4 | 84 | 20 | 2
Cn1c(=O)c2c(nc(Oc3ccc4c(c3)OCO4)n2Cc2ccc(Cl)cc2)n(C)c1=O | . | 12* | 0 | -0.33 | 2 | -2 | 12* | 1 | -4
C=CCN1C(=O)/C(=C\c2ccc(Cl)cc2)N=C1SCC(=O)NC1CCCCC1 | . | . | 0 | -0.96 | 15 | -15 | . | 8 | -4
Cc1ccc2oc(=O)c3cnn(CC(=O)NCCC(C)C)c3c2c1 | 99 | 87 | . | -0.036 | -2 | . | 96 | -4 | -2
O=C(NCCCN1CCOCC1)c1ccc(Cl)c(S(=O)(=O)N2CCCCCC2)c1 | . | . | -1 | -0.12 | -2 | -7 | . | -11 | -6
C/C(=N/NS(C)(=O)=O)c1ccc2ccccc2c1 | 99 | 71 | -9 | 0.55 | 4 | 3 | 94 | 4 | 1
Cc1n[nH]c(C)c1SCC(=O)Nc1ccc(F)cc1 | 109 | 95 | -4 | -1.8 | 0 | 9 | 89 | 16 | -5
CCOC(=O)/C(C#N)=C/c1ccc(OC)c(OC)c1 | 104 | 96 | -2 | -0.028 | 2 | -39 | 89 | 4 | 4
Nc1nc(Nc2ccccc2)nc2ccccc12 | 72 | 62 | -2 | 0.13 | -10 | 15 | 69 | 3 | 48
Clc1ccc(Cc2ccccc2)nn1 | . | . | -10 | 1.1 | 8 | -5 | . | 0 | 11
CCOc1ccc2nc3sc(C(=O)N4CCN(C)CC4)c(N)c3cc2c1 | 106 | 92 | 2 | 0.85 | -5 | -4 | . | 5 | 1
CCN(C(=O)Cn1c(=O)oc2ccccc21)c1cccc(C(F)(F)F)c1 | . | . | 0 | 0.26 | 0 | -1 | . | 13 | 11
C(=N\c1nccs1)/Nc1nccs1 | 103 | 100 | -3 | 0.062 | -4 | 16 | 106 | -6 | -1
Cc1ccc(-c2nc(C3CCCN(S(=O)(=O)c4ccc(C(C)(C)C)cc4)C3)no2)cc1 (configuration not stated) | . | . | -2 | 0.33 | -12 | -13 | . | -9 | -10
COCCCNC(=O)Cn1nnc(-c2ccc(NC(=O)c3ccccc3F)cc2)n1 | 97 | 97 | -7 | 0.14 | . | -2 | 100 | . | .

3 of the entries above in order of their number in S1P2 antag, smallest number first:
mol	S1P2 ag	DAT uptake mod	PostGolgi yeast	S1P2 antag
O=C(NCCCN1CCOCC1)c1ccc(Cl)c(S(=O)(=O)N2CCCCCC2)c1	-1	-0.12	-2	-7
Clc1ccc(Cc2ccccc2)nn1	-10	1.1	8	-5
CCOc1ccc2nc3sc(C(=O)N4CCN(C)CC4)c(N)c3cc2c1	2	0.85	-5	-4

Next structures follow:
SMILES | Lung fibro prol | HUVEC inhibit | S1P2 ag | DAT uptake mod | PostGolgi yeast | S1P2 antag | H69AR inhibit | PostGolgi ctrl | E coli WT exp
CC(C)CCNC(=O)CCCOc1ccccc1 | 107 | 96 | -5 | -0.042 | -13 | -13 | 106 | -4 | 9
COc1cc(C)nc(NCc2ccccc2)n1 | 91 | 99 | -3 | -1 | 18 | -6 | 92 | 15 | 8
COc1cccc(OC)c1C(=O)Nc1ccc2c3c(cccc13)CC2 | . | . | -3 | 2.9 | -6 | -32 | . | 7 | 4
Cc1nc2nc(C)n(-c3ccccc3)c2s1 | 101 | 100 | -3 | 2 | 1 | 6 | 112 | 7 | 3
C=CCn1c(C)c(C(C)=O)c(N2CCOCC2)nc1=S | 98 | 95 | 1 | -0.41 | 1 | 5 | 87 | 8 | 5
Cc1nc(N2CCCCC2)c2ccsc2n1 | 93 | 109 | -5 | -0.56 | -1 | -13 | 94 | 14 | -2
Cc1cc(C)nc(N2CCCC(C(=O)NCC(c3ccccc3)c3ccccc3)C2)n1 (configuration not stated) | 101 | 95 | -4 | 1.2 | . | 12 | 82 | . | .
O=C(CSc1nnc(SCC(=O)NCc2ccc3c(c2)OCO3)s1)NCc1ccc2c(c1)OCO2 | . | . | -5 | -0.014 | 21 | 2 | . | -1 | -14
COc1ccc(C(=O)Nc2cccc(OC)c2)cc1 | 92 | 102 | -8 | 0.31 | -9 | 14 | 94 | 11 | 7
Cc1cc(=O)n2c(-c3ccccc3C)n[nH]c2n1 | 102 | 101 | -6 | -1.6 | 31* | 10 | 94 | 5 | -8
N/C(Cc1ccc([N+](=O)[O-])cc1)=N\OC(=O)C(c1ccccc1)c1ccccc1 | . | . | -1 | 1.8 | -10 | 8 | . | 33* | -3
CCOc1ccc(-n2c(N)c(C(=O)NCc3cccnc3)sc2=S)cc1 | 95 | 97 | -6 | 0.52 | -7 | -3 | 86 | 32* | -3
CNC(=O)c1cc2ccc(OC)cc2oc1=O | 101 | 100 | -1 | -0.96 | 5 | 15 | 110 | 14 | 3
C/C(=N/NC(=O)c1ccc(C)s1)c1cccc(NC(=O)COc2ccc(Cl)cc2C)c1 | . | . | -4 | 0.5 | -4 | 2 | . | 1 | -5
Cc1csc2nc(CNC(=O)C3CC=CCC3C(=O)O)cn12 (configuration not stated) | 95 | 91 | -6 | -0.99 | -5 | 4 | 98 | 3 | -1
Cc1ccc(S(=O)(=O)N2CC(=NO)C2)cc1 | 102 | 91 | -4 | -0.061 | 12 | -16 | 91 | 3 | 6
Cn1c(CSCc2ccc(F)cc2)nnc1SCC(=O)Nc1nccs1 | 105 | 114 | 0 | -0.73 | 4 | -6 | 100 | 1 | -7
COC(=O)/C=c1\sc2ncnn2c1=O | 98 | 97 | 0 | -1.9 | 1 | -2 | 7.9* | 18 | 2
O=c1nc2ccccc2c2n1CC(CN1CCN(c3ccccc3F)CC1)N2 (configuration not stated) | . | . | -6 | 0.057 | -1 | 24 | . | 1 | 2
CCN(C(=O)c1ccc(C(C)(C)C)cc1)c1nnc(Cn2nnc3ccccc32)s1 | 88 | 46 | -10 | -1 | -2 | 87* | 65 | 43* | -10
O=C(O)CCCCc1nc2ccccc2s1 | 103 | 93 | -6 | -1 | -16 | 8 | 120 | 9 | 2
O=C(Nc1ccc2oc(-c3ccc(Cl)c(Cl)c3)nc2c1)c1ncn[nH]1 | . | . | -2 | 0.04 | 3 | -10 | . | -3 | -2
COc1ccc(C(CC(=O)Nc2ccc(Cl)cc2F)NC(=O)C(F)(F)F)cc1 (configuration not stated) | . | . | -11 | 0.014 | -24 | 20 | . | -5 | -1
c1cc(CNCCCN2CCOCC2)ccn1 | 103 | 101 | -8 | 0.75 | -4 | 0 | 81 | 12 | 1
Cc1ccc(C(=O)C(C)Oc2cccc(NC(=O)c3ccco3)c2)cc1 (configuration not stated) | 102 | 96 | -1 | 0.9 | . | -16 | 69 | . | .
COc1ccc(C(=O)Cc2cnn(-c3ccccc3)c2)c(O)c1 | 102 | 103 | -3 | 0.12 | -8 | -22 | 115 | 4 | -5
O=C(NCCc1ccccc1)c1ccc(=O)oc1 | 103 | 100 | -4 | 0.64 | 1 | -10 | 67 | 7 | 0
O=C1CCCC2=C1C(c1ccc3c(c1)OCO3)c1c([nH]n(-c3ccccc3)c1=O)N2 (configuration not stated) | 95 | 101 | -2 | 0.91 | 10 | 2 | 107 | 3 | -12
O=C(NC1CCCCC1)c1ccc(Cn2cc(Cl)cn2)cc1 | 93 | 90 | -1 | -0.24 | 0 | 18 | 88 | 11 | 2
